Compound activity: PubChem, several laboratories
STEP inh – inhibitors of human striatal-enriched phosphatase STEP. recombinant STEP, OMFP fluorogenic substrate, fluorescence. inhibition, % at 20 µM. P54829. 360,000 compounds, 0.25% hits;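 active = inhibition at 20 µM, scaled per plate between control wells, above about 37%, limit read from the data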;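 also: 0% = DMSO with enzyme and substrate and 100% = substrate only without enzyme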
Target sequence (P54829 whole entry, looked up): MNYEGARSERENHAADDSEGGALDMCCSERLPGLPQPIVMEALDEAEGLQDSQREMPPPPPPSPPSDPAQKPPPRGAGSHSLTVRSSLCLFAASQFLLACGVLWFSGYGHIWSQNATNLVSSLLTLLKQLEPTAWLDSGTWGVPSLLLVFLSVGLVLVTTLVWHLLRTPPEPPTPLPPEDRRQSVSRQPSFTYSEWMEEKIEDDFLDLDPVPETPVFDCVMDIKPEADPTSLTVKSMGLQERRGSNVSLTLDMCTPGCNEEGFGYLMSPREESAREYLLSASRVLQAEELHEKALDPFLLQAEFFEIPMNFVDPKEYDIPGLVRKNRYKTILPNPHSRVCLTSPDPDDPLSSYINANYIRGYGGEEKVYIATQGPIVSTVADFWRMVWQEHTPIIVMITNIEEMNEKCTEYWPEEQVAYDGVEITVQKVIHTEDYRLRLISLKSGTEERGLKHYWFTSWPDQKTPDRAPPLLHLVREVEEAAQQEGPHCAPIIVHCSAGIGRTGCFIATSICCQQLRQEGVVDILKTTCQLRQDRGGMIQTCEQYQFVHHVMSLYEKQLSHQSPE
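Material: STEP (striatal-enriched tyrosine phosphatase) enzyme, cell-free | Medium: 50 mM Bis-Tris pH 6.0 with 2.5 mM DTT and 0.005% Tween 20 | Read-out: Percent inhibition scaled to no-enzyme and uninhibited-enzyme controls, plate-pattern corrected | Signal: Fluorescence read at 480 nm ex / 540 nm em | Times: 20 min reaction, room temperature, in the dark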
CendR NRP1 mod – modulators of CendR peptide binding to human neuropilin-1 | O14786 | FAM-RPARPAR peptide binding to NRP-1, fluorescence polarization | inhibition, % at 25 µM | 360,000 compounds, 0.85% hits;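 active = inhibition or corrected inhibition above about 18%, plus a signal ratio from 0.5 to 1.5, limit read from the data, passing the limit was not always enough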; also: strong numbers were not always called active
MsrA inhibitor – bovine MsrA inhibition; purified bovine MsrA, absorbance read-out; 360,000 compounds, 0.75% hits; inhibition, % at 15.5 µM; AID 651718; in the data active = inhibition above about 4.5%;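 also: 0% = vehicle wells with enzyme and 100% = reference inhibitor wells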
E coli Lon inh – E. coli protease La inhibition. AID 602123. inhibition, % at 7.94 µM. purified E. coli Lon protease, fluorescence polarization. P0A9M0. 360,000 compounds, 0.42% hits; in the data active = inhibition above about 13%, passing the limit was not always enough;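 also: 0% = enzyme with probe and DMSO and 100% = no enzyme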
Scp-1 inhibitor – Scp-1 (human) phosphatase inhibition; Q9GZU7; Recombinant Scp1, phosphopeptide, malachite green phosphate absorbance; inhibition, % at 20 µM; 340,000 compounds, 0.88% hits;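 active = inhibition above about 50% at 20 µM, limit read from the data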;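 also: plate controls were DMSO wells with enzyme for no effect and wells lacking enzyme for full effect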
Target sequence (Q9GZU7 76-261 limits assumed): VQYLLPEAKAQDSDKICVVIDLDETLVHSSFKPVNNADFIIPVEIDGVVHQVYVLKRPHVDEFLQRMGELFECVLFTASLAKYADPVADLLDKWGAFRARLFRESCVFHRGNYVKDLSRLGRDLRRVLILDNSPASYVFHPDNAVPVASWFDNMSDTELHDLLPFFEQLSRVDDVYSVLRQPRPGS
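Incubation: 45 min enzyme reaction at room temperature / System: truncated SCP-1 phosphatase (76-261aa) / Reagent: Phospho 17-mer peptide substrate / Buffer or medium: Acidic Tris acetate buffer with magnesium and detergent / Signal: absorbance at 630 nm / Doses: one concentration, 20 µM, with 1.0% DMSO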
LMPTP inh – blocks human LMPTP phosphatase | P24666 | inhibition, % at 20 µM | AID 651560 | 360,000 compounds, 0.22% hits | recombinant LMPTP-A, OMFP fluorogenic substrate, fluorescence intensity;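 active = compounds that cut the enzyme signal by at least half of the control window in the single-dose screen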;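 also: plate controls were DMSO wells with enzyme plus substrate for no effect and substrate without enzyme for full effect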
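Material: LMPTP-A; amount: 0.625 nM enzyme; doses: single 20 µM dose; times: reaction 50 min, room temperature, dark; technique: fluorescence intensity of OMFP turnover product; benchmarks: no-enzyme and uninhibited controls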
MsrA act – activators of bovine methionine sulfoxide reductase A; purified bovine MsrA, absorbance read-out; 360,000 compounds, 0.3% hits; AID 602163; activation, % at 10.6 µM; in the data active = activation above about 7.5%;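 also: 0% = vehicle and 100% = reference activator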
Tb MetRS inh – blocks T. brucei methionyl-tRNA synthetase activity; purified T. brucei MetRS, ATP depletion, Kinase-Glo luminescence; inhibition, % at 11.9 µM; 360,000 compounds, 0.4% hits;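 active = inhibition above a per-plate cutoff of the control wells' mean inhibition plus 3 SD, cut at about 5.5% in these data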;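 also: 0% = DMSO wells median and 100% = median of wells with control inhibitor compound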
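Assay system: T. brucei methionyl-tRNA synthetase, purified | Medium: HEPES buffer with MgCl2, KCl, DTT, spermine, BSA, pyrophosphatase | Compound: 11.9 µM single point | Incubation: 15 min enzyme-compound preincubation, 2 h reaction, 10 min detection, 25 °C | Measured by: Kinase-Glo luciferase luminescence reporting remaining unconsumed ATP | Measure: % inhibition normalized to control-well medians | Replication: Singlicate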
DNMT1 block – inhibitors of human DNMT1; AID 588458; inhibition (reported as % activation of signal), % at 10 µM; DNMT1 molecular beacon, Hinp1I cleavage, fluorescence; 360,000 compounds, 0.83% hits; in the data active = inhibition above about 50%
SUMO1 PPI mod – SUMO1-SIM interaction modulation | P63165 | SUMO1 binding to a labelled peptide, TR-FRET, 1 h | inhibition, % at 20 µM | 360,000 compounds, 0.33% hits; in the data active = inhibition above about 37%
Target sequence (P63165 whole entry, looked up): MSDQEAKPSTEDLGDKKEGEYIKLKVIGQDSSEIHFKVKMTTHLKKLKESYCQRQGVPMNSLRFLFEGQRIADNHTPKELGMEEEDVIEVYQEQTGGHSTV
* = called active by the depositor; . = no result given.

SMILES	STEP inh	CendR NRP1 mod	MsrA inhibitor	E coli Lon inh	Scp-1 inhibitor	LMPTP inh	MsrA act	Tb MetRS inh	DNMT1 block	SUMO1 PPI mod
Cc1c2cccn2cc[n+]1C	0	-4	0.8	-9	47	-1.7	-10	-1.0	0	-8
CC(OC(=O)CC(C)c1ccccc1)C(=O)Nc1ccc(Cl)cn1 (stereo not drawn)	0	2	0.8	1	-4	0.0	-5	-0.3	0	4
COc1ccc(C(=O)/C=C/c2ccccc2C(F)(F)F)cc1	1	3	1.1	-4	-16	4.3	0	-0.6	2	2
O=C(NCCO)C(=O)NCC1OCCCN1S(=O)(=O)c1ccc2c(c1)OCCO2 (stereo not drawn)	1	8	-0.9	-10	-8	-1.2	0	-0.2	2	4
Cc1cc(C)c2oc(C(=O)N(Cc3cccs3)C3CCS(=O)(=O)C3)cc(=O)c2c1 (stereo not drawn)	0	9	1.8	5	-3	-0.5	-2	0.0	-1	3
COc1cccc(C(=O)NCC(=O)OCC(=O)Nc2ncc(Cl)cc2Cl)c1	1	-24	1.4	-7	11	1.3	-3	-1.3	5	9
Cc1cccc(OCC(=O)Nc2ccccc2N2CCN(C(=O)C(C)C)CC2)c1C	2	7	0.7	-14	-5	-0.2	-1	-0.7	-4	0
COc1ccc(NC(=O)C2(c3ccc(NC(=O)c4ccc(OC)c(OC)c4)cc3)CCCC2)cc1	-4	6	-0.3	-9	-2	0.2	-2	0.0	17	2
Cc1ccc(NC(=O)c2cc3ccccc3o2)cc1S(=O)(=O)N(C)C	1	7	-0.2	-1	-13	-0.6	-2	0.0	-5	8
COCCn1c(=N)c(C(=O)NCCc2ccc(OC)cc2)cc2c(=O)n3cccc(C)c3nc21	-2	-4	0.2	1	6	6.4	0	-0.4	2	-19
Cc1cccc(NC(=O)CN(C)C(=O)C2CCCC2)c1C	0	2	0.6	-5	-3	-1.3	-3	0.0	3	2
CC(=O)Nc1ccc(C(=O)N/N=C/c2ccccc2OCc2ccccc2)cc1	4	2	2.1	9	-12	2.6	-4	0.0	-10	-5
CC1(C(=O)NS(=O)(=O)c2ccccc2Cl)CCN1C(=O)CCC1CCCC1 (stereo not drawn)	-1	2	-0.3	-7	.	-2.5	-2	-0.3	3	-1
CCN(CC)c1ccc(NC(=O)c2cccc(OC)c2)c(C)c1	-2	5	0.6	-2	-2	0.0	1	-0.3	-4	0
Cn1c(NC(=O)c2ccccc2)cc(=O)n(C)c1=O	0	-7	-1.2	2	0	-0.7	-8	-0.8	5	4
CCOC(=O)C1CCCN(C(=O)c2cc(=O)c3ccccc3o2)C1 (stereo not drawn)	3	6	-0.1	6	-5	-2.0	0	0.2	3	-1
C[C@@H]1CN([C@H](C)CO)C(=O)Cc2cc(NC(=O)Cn3cnnn3)ccc2O[C@@H]1CN(C)Cc1ccc(Cl)c(Cl)c1	-2	-10	-0.4	8	-1	-1.2	-10	-0.5	-5	-3
CSc1cc(C)n(-c2ccc(Cl)cc2)c(=S)c1C(C)=O	8	8	1.0	-4	-4	-0.9	1	-0.3	-1	-4
CC(NC(=O)C1CCN(S(=O)(=O)c2ccc3c(c2)NC(=O)CO3)CC1)c1ccccc1 (stereo not drawn)	1	10	0.0	4	-1	0.7	-1	-0.8	1	-6
CC(=O)NNC1=Nc2ccccc2N(C)C(C)C1 (stereo not drawn)	0	11	-0.5	0	1	0.7	-4	-1.2	6	5
CCOC(=O)C1CCN(S(=O)(=O)c2ccc(Cl)s2)CC1	-1	7	-0.7	7	1	-1.4	-3	-0.9	1	6
Cc1cc2occ(CC(=O)Nc3nnc(C4CC4)s3)c2cc1C	3	-7	-1.0	-8	0	-2.2	-6	-2.8	10	-4
CCOCCCNC(=O)CCN1C(=O)c2ccccc2Sc2ncccc21	-2	-2	0.0	0	-10	-1.4	-1	-0.3	2	3
Cc1nc(S(=O)(=O)N(C)Cc2ccccc2)c(C#N)c(C)c1Cl	2	-5	-0.1	2	-7	-1.5	-9	-0.9	-1	0
COc1cccc(C(=O)OCc2cc(=O)oc3c(C)c(C)ccc23)c1OC	3	-2	-0.5	-7	-5	0.9	-1	-0.1	-1	5
O=C(/C=C/c1ccccc1)OCCN=C1NS(=O)(=O)c2ccccc21	1	5	0.0	2	-5	-0.8	-2	-0.5	-1	-14
CN(CCc1ccccc1)C(=O)c1ccc(NC(=O)Cc2ccc(NC(=O)C3CCN(C(=O)C4CCC4)CC3)cc2)cc1	0	1	0.0	2	-8	-1.1	-1	0.1	0	2
CC(C)C[C@H]1COc2cc(N3CCSCC3)ccc2S(=O)(=O)N1	.	-6	-1.1	-5	.	0.5	-2	-0.3	.	2
Cc1ccc(CNC(=O)CSCC(=O)O)cc1	2	-5	1.4	-4	-2	0.0	1	-0.2	4	5
Cc1ccccc1-c1nc(CS(=O)(=O)CC(=O)NCCc2ccccc2)c(C)o1	-1	2	0.0	-4	-6	-0.3	-2	-0.7	0	4
O=C(NCCN1CCOCC1)c1ccc2c(c1)N(Cc1ccccc1)CCS2	1	-5	-0.7	4	-4	-1.4	-6	-0.5	-1	2
CC(SCc1ccccc1)C(=O)N/N=C/c1cc2c(cc1Br)OCO2 (stereo not drawn)	3	3	2.9	7	2	1.3	-2	-1.7	-2	-6
Cc1ccc2nc3c(cc(C(=O)NCC4CCCO4)c(=N)n3CC3CCCO3)c(=O)n2c1 (stereo not drawn)	-1	7	.	6	2	1.1	-3	-0.8	5	-30
CCN1CCC(=NNC(=O)CC23CC4CC(CC(C4)C2)C3)CC1	0	-1	-0.7	5	-5	-7.9	-3	0.4	0	-3
O=C(CSc1nc(O)c(Cc2ccccc2)c(=O)[nH]1)Nc1nc2c(s1)CCCC2	-1	-15	0.0	7	6	1.6	-12	-0.7	0	6
C[C@H](NC(=O)c1ccccc1)C(=O)OCC(=O)Nc1ccc2c(c1)OCO2	-2	-2	-0.4	14	-8	0.9	-10	-0.3	3	1
COc1cc(SC)ccc1C(=O)OCC(=O)NC1CCCCC1	-1	-9	-0.2	1	-7	-1.2	-2	0.0	2	-1
Oc1ccc(/C(Cc2ccc3ccccc3n2)=N\Nc2ccccc2)c(O)c1	-2	-47	0.7	-2	-2	1.6	-3	-0.6	-31	-7
CC(CCc1ccccc1)NS(=O)(=O)c1ccc(Cl)c(C(=O)O)c1 (stereo not drawn)	0	-2	-0.5	2	-10	-0.9	-2	0.2	0	6
Cc1csc(=O)n1CCC(=O)OCc1nnc(-c2ccc(Cl)cc2)o1	0	0	-0.9	8	-3	-0.4	-7	-0.6	-3	4
CCN(CC(=O)NCc1cccs1)C(=O)c1ccc(S(=O)(=O)Nc2ccccc2)cc1	-2	-1	-0.8	-6	-3	-0.9	-1	-0.1	-10	1
COc1ccc(/C=N/NC(=O)c2c(C)nc3ccc(Cl)cn23)cc1OC	3	10	6.2*	0	-4	0.0	-1	-1.3	-3	-14
O=C(CN1C2CCCC1CC(NC(=O)c1ccccc1)C2)Nc1nccs1 (stereo not drawn)	1	4	0.9	-6	0	-1.9	-2	0.1	-4	-1
CCCCOc1ccc(CNC(=O)NS(=O)(=O)c2ccc(OCC(C)C)cc2)cc1	0	2	-0.1	5	52*	-0.8	1	0.2	2	2
CCc1nc2ccc(C(=O)NCCCN3CCCC3=O)cn2c1N(CC)C(C)=O	4	12	-1.1	-3	.	-2.1	-5	-0.5	-2	5
COc1ccc(-c2csc(C3=C(O)CN(Cc4ccc(S(N)(=O)=O)cc4)C3=N)n2)cc1OC	-3	-2	1.2	0	-3	-1.9	-1	-0.4	-6	5
NC(=O)c1ccc(NC(=O)C2COc3ccccc3O2)cc1 (stereo not drawn)	-1	5	0.6	-3	1	-1.2	-2	-0.4	-1	9
Cc1ccc(S(=O)(=O)N2CCCCC2)cc1NC(=O)c1ccc(Cl)nc1	0	0	-0.8	-4	-5	-0.7	-3	-0.1	-10	4

11 entries from above, as comma-separated lines:
canonical_smiles,STEP inh,CendR NRP1 mod,MsrA inhibitor,E coli Lon inh,Scp-1 inhibitor,LMPTP inh,MsrA act,Tb MetRS inh,DNMT1 block,SUMO1 PPI mod
Oc1ccc(/C(Cc2ccc3ccccc3n2)=N\Nc2ccccc2)c(O)c1,-2,-47,0.7,-2,-2,1.6,-3,-0.6,-31,-7
CC(CCc1ccccc1)NS(=O)(=O)c1ccc(Cl)c(C(=O)O)c1 (stereo not drawn),0,-2,-0.5,2,-10,-0.9,-2,0.2,0,6
Cc1csc(=O)n1CCC(=O)OCc1nnc(-c2ccc(Cl)cc2)o1,0,0,-0.9,8,-3,-0.4,-7,-0.6,-3,4
CCN(CC(=O)NCc1cccs1)C(=O)c1ccc(S(=O)(=O)Nc2ccccc2)cc1,-2,-1,-0.8,-6,-3,-0.9,-1,-0.1,-10,1
COc1ccc(/C=N/NC(=O)c2c(C)nc3ccc(Cl)cn23)cc1OC,3,10,6.2*,0,-4,0.0,-1,-1.3,-3,-14
O=C(CN1C2CCCC1CC(NC(=O)c1ccccc1)C2)Nc1nccs1 (stereo not drawn),1,4,0.9,-6,0,-1.9,-2,0.1,-4,-1
CCCCOc1ccc(CNC(=O)NS(=O)(=O)c2ccc(OCC(C)C)cc2)cc1,0,2,-0.1,5,52*,-0.8,1,0.2,2,2
CCc1nc2ccc(C(=O)NCCCN3CCCC3=O)cn2c1N(CC)C(C)=O,4,12,-1.1,-3,.,-2.1,-5,-0.5,-2,5
COc1ccc(-c2csc(C3=C(O)CN(Cc4ccc(S(N)(=O)=O)cc4)C3=N)n2)cc1OC,-3,-2,1.2,0,-3,-1.9,-1,-0.4,-6,5
NC(=O)c1ccc(NC(=O)C2COc3ccccc3O2)cc1 (stereo not drawn),-1,5,0.6,-3,1,-1.2,-2,-0.4,-1,9
Cc1ccc(S(=O)(=O)N2CCCCC2)cc1NC(=O)c1ccc(Cl)nc1,0,0,-0.8,-4,-5,-0.7,-3,-0.1,-10,4
